Screens as filed in PubChem BioAssay.
HttQ103 aggreg: qHTS Multiplex Assay to Identify Dual Action Probes in a Cell Model of Huntington: Aggregate Formation (GFP); PC12 HttQ103-GFP aggregates, Acumen cytometry, 40 h; Potency, µM (highest dose often 46.1 µM), inactives show at the highest dose activity change, negative = inhibition, most hits filed as inhibitors; actives 1.1% (n = 220,000); also: potency is read from the fitted curve at half-maximal effect; % is scaled to controls: 0 for no effect and ±100 for the full control effect; nearly all actives have a fitted effect of over 60% in size
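Multiplexed with ATP-based cell death, this channel scores GFP aggregates in PC12 cells expressing inducible HTTex1-Q103-GFP. Induction used 100 nM tebufenozide; compounds were tested in concentration series.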
LMNA splice mod: qHTS Assay for Modulators of Lamin A Splicing; HeLa LMNA splicing GFP/RFP minigene ratio, 48 h; Potency, µM (titrated, usually from 46.1 µM), without a hit: top-dose ratio change, negative = inhibition, actives largely listed as inhibitors; actives 0.01% (n = 200,000); AID 1487, 2009; active = well fitted inhibition curve with a large enough effect in the signal ratio, with a control signal flat, not every such curve was filed as active; inconclusive = small, poorly fitted or top-dose-only effect, or effect the other way, or a change in a side signal; the % refers to the signal ratio; also: potency is read from the fitted curve at half-maximal effect; % is scaled to controls: 0 for no effect and ±100 for the full control effect
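S3 HeLa stable clones carrying a lamin A-EGFP splicing minigene plus DsRed2 were seeded at 600 cells/well in Opti-MEM with 2% FBS, pin-dosed and incubated 48 h at 37°C. Acumen cytometry (488 nm) gave the GFP/RFP total-intensity ratio.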
GAA spleen mod: qHTS Assay for Inhibitors and Activators of Human alpha-Glucosidase From Spleen Homogenate. actives 0.006% (n = 240,000). human spleen homogenate, 4-MU-alpha-glucoside fluorescence. Potency, µM (titrated, usually from 79.9 µM), for the others: at the top dose activity change, negative = inhibition, actives largely listed as inhibitors. Lysosomal alpha-glucosidase (Homo sapiens), P10253. AID 2112, 2009;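 also: potency is read from the fitted curve at half-maximal effect; 0% = enzyme with vehicle and -100% = no enzyme basal signal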
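Compounds were titrated against alpha-glucosidase in spleen homogenate at pH 5.0, with 1 mM 4-methylumbelliferyl substrate for 40 min at 37 C. Reactions were quenched with pH 10 NaOH/glycine and fluorescence measured.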
CBFb RUNX1 block: qHTS Assay for Compounds Blocking the Interaction Between CBF-beta and RUNX1 for the Treatment of Acute Myeloid Leukemia; AlphaScreen CBFb-His/RUNX1-biotin binding, biochemical; Runt-related transcription factor 1 (Homo sapiens) + Core-binding factor subunit beta …; Potency, µM (titrated, usually from 59.8 µM), without a hit: at the top dose activity, negative = inhibition, hits mostly inhibitors; 230,000 tested, under 10 active; AID 1477, 2009; also: % of control where 0% means no effect
Target sequence (Q01196 whole entry, looked up): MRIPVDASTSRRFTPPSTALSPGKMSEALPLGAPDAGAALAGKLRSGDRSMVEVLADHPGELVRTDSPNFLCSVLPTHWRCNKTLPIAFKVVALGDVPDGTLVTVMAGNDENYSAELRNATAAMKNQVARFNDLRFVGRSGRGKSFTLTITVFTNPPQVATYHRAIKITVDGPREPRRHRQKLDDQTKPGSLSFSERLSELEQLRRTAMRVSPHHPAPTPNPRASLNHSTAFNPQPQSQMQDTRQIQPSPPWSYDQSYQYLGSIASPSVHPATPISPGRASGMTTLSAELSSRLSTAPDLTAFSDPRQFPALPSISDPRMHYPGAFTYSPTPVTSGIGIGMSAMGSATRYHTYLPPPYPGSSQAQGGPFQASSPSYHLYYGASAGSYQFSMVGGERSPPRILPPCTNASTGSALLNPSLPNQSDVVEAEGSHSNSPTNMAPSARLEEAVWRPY
Target sequence (Q13951 whole entry, looked up): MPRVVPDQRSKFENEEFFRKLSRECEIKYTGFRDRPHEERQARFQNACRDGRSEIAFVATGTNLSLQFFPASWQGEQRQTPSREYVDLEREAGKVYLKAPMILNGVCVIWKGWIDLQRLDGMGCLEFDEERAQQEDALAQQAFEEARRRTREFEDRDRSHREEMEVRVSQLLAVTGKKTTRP
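Proteins preincubated together for 20 min at RT before compound addition; 15 min later, nickel and streptavidin beads were added and left 90 min prior to AlphaScreen measurement.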
GAA inh: qHTS Assay for Inhibitors of Human alpha-Glucosidase as a Potential Chaperone Treatment of Pompe Disease; Lysosomal alpha-glucosidase (Homo sapiens), P10253; AID 1466, 2008; Potency, µM (highest dose often 76.9 µM), for inactives: top-dose activity change, negative = inhibition, actives largely listed as inhibitors; actives 0.005% (n = 200,000); purified human GAA, 4-MU-alpha-glucoside fluorescence;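 also: potency is read from the fitted curve at half-maximal effect; plate controls were uninhibited enzyme wells for no effect and no-enzyme background for full effect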
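Read-out is 4-methylumbelliferone fluorescence (Ex 365/Em 440 nm) after NaOH/glycine stop at pH 10. Enzyme 4 nM, substrate 400 uM, pH 5.0 citrate buffer, 20 min room temperature; AC50 from Hill-equation concentration-response.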
GAA glycogen mod: qHTS Assay for Inhibitors and Activators of Human alpha-Glucosidase Cleavage of Glycogen | recombinant GAA, glycogen substrate, Amplex Red glucose oxidase fluorescence | Potency, µM (doses to about 76.4 µM), without a hit: at the top dose activity change, negative = inhibition, hits mostly inhibitors | AID 2100, 2009 | Lysosomal alpha-glucosidase (Homo sapiens), P10253 | actives 0.38% (n = 300,000);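 also: potency is read from the fitted curve at half-maximal effect; 0% = full enzyme reaction and -100% = no-enzyme basal signal; the screen sought inhibitors and activators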
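qHTS, 1536-well; enzyme 4 nM final; cpd up to 77 uM; substrate bovine liver glycogen 30 ug; 50 mM citrate/phosphate pH 5.0, 0.01% Tween-20; 37 C, 40 min; Amplex Red detection 45 min RT; Hill fit → AC50.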
HTT ATP protect: qHTS Multiplex Assay to Identify Dual Action Probes in a Cell Model of Huntington: Cytoprotection (ATP). actives 0.14% (n = 230,000). AID 1471, 2008. Potency, µM (highest dose often 56.4 µM), inactives show cytoprotection (ATP increase), hits mostly activators. PC12 HTT-Q103 induced, cytoprotection, ATP luminescence, 40 h;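 also: potency is read from the fitted curve at half-maximal effect; % of control where 0% means no effect; nearly all actives have a fitted effect of over 45% in size; toxic huntingtin expression switched on by the ecdysone agonist tebufenozide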
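Stable PC12 Q103-GFP cells in serum-supplemented, phenol red-free DMEM; induction by tebufenozide at 100 nM final; compound dose series; cell viability quantified luminescently from ATP.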
An asterisk follows results filed as active; ? = inconclusive; . = not tested or not shown; [ ] = another dose, or the depositor's remark. Unless noted, calls follow the shape of the dose curve; as a rule, active = well fitted curve in the direction sought with a large enough effect; inconclusive = small, poorly fitted or top-dose-only effect, or another doubt; inactive = no such curve, though single readings can be large; an effect the other way counts as inactive or inconclusive.

SMILES | HttQ103 aggreg | LMNA splice mod | GAA spleen mod | CBFb RUNX1 block | GAA inh | GAA glycogen mod | HTT ATP protect
O=C1c2oc3ccc(F)cc3c(=O)c2C(c2ccccc2)N1CC1CCCO1 (stereo not drawn) | -15.6% | -6.9% | -2.4% | -3.1% | -12.9% | 1.2% | -4.1%[0.074 µM]
CCOC(=O)c1ccccc1NC(=O)c1c(O)c2ccccc2n(CC)c1=O | ? | ? | -1.8% | ? | -12.5% | 4.3% | ?
CCC(C)C(=O)Nc1nc2ccc(OC)cc2s1 (stereo not drawn) | 15.0%[9.22 µM] | . | -0.2% | 3.2% | . | 1.9% | 31.4%[10 µM]
FC(F)(F)c1cccc(NC(=S)NNC(=S)Nc2ccc(Cl)cc2)c1 | -11.3%[9.22 µM] | . | -8.8% | 9.9% | . | ? | 22.2%[10 µM]
Cn1c(=O)c2cn(-c3ccc4c(c3)OCCO4)cc2n(C)c1=O | 7.3% | -3.5% | -12.5% | -2.2% | ? | -8.8% | -3.7%
CNC(=O)NC(=O)CSc1nnc(-c2ccc(F)cc2)n1CC1CCCO1 (stereo not drawn) | -7.2% | 21.3%[46 µM] | 3.3% | -13.0% | 2.2% | -1.5% | 2.1%
O=C(CSc1nc2ccccc2s1)NNC(=O)Nc1ccc(Cl)c(Cl)c1 | -1.9% | -6.9% | 3.7% | 4.0% | -13.0% | 0.2% | 18.0%[10 µM]
COc1ccc(CNc2nc(SC)n[nH]2)cc1OC | -5.7% | 0.0% | -2.8% | -2.6% | -9.2% | 4.0% | 2.4%
O=C(NCCNc1ccc([N+](=O)[O-])cc1)c1cccc(Br)c1 | 10.4% | -0.5% | -0.5% | 1.1% | -2.6% | -14.1% | .
Cc1cc(C)c2c(N)c(S(=O)c3ccc(C(C)(C)C)cc3)sc2n1 (stereo not drawn) | -21.0% | 7.8% | -2.6% | 5.1% | -3.6% | ? | 23.0%
COc1ccc(C(=O)Nn2c(C)ccc2C)cc1OC | 10.5% | -2.0% | -4.0% | -5.9% | -7.2% | 6.0% | 7.3%[0.074 µM]
CC(CCCC(C)(C)O)CC1C2=C(CCCC2=O)OC2=C1C(=O)CCC2 (stereo not drawn) | 0.4% | . | -5.9% | -6.7% | -0.6% | 2.0% | -27.8%
Cn1c(=O)[nH]c2ncccc21 | -0.3%[9.22 µM] | . | 4.8% | 2.2% | . | 0.7% | -10.3%[10 µM]
Cc1nn(C)c(C)c1/C=N/NC(=O)C(C)(C)Oc1ccc(Cl)cc1 | -20.3% | 3.8% | -14.9% | 4.2% | 2.4% | -0.7% | 0.8%
C[C@@H]1CCC[C@H](C)N1 | -5.7%[20.6 µM] | -14.6% | 4.0%[29.1 µM] | 5.1%[21.7 µM] | . | . | -13.4%[40.3 µM]
COCCNC(=O)c1ccc(NS(=O)(=O)c2cc(C)ccc2C)cc1 | -1.4% | -11.4% | 0.6% | 12.9% | -11.0% | 1.6% | 0.7%
O=C1c2cccc3c(N4CCCCC4)ccc(c23)C(=O)N1c1ccc(O)cc1 | -24.0% | ? | -1.7% | 10.1% | -8.7% | 5.6% | -63.0%[inhibitor]
O=C(CSCc1ccc(C(=O)O)cc1)Nc1ccc2ccccc2c1 | 39.8µM* | . | -3.5% | 2.5% | . | 4.1% | .
O=C(NC(NC(=S)Nc1ccc(Cl)c(Cl)c1)C(Cl)(Cl)Cl)c1ccco1 (stereo not drawn) | -17.3% | 1.3% | -9.2% | 6.3% | -4.0% | -12.5% | -89.8%[inhibitor]
Cc1nc(-c2nnc(SCC(=O)Nc3cc(Cl)cc(Cl)c3)n2C)cs1 | -19.8%[9.22 µM] | . | -0.6% | 4.9% | . | 0.5% | -11.9%[10 µM]
Cc1ccc(S(=O)(=O)NCCC(=O)Nc2nnc(C)s2)cc1 | -9.3% | -1.0% | -19.3% | 5.7% | 2.0% | -2.8% | -8.1%
Brc1ccccc1OCCCCCN1CCOCC1 | -6.7% | . | -3.5% | -1.0% | 4.9% | 8.7% | -31.0%[inhibitor]
CC(/C=N/n1cnnc1)=C\c1ccccc1 | -16.0% | ? | -0.5% | -3.8% | 2.4% | 5.6% | -4.7%
CCC(Sc1nc(N)cc(N)n1)C(=O)O (stereo not drawn) | 3.5% | 10.5% | -5.0% | 2.2% | 1.5% | 7.5% | 4.0%
C=CCSc1nnc(NC(=O)CSc2nnc(C)s2)s1 | -7.6% | -0.4% | 4.8% | -2.2% | -7.7% | -0.9% | -4.3%
CCOC(=O)C1=C(C)Nc2ccccc2N=C1NC(=O)c1ccc(Cl)c(S(=O)(=O)N2CCCC2)c1 | -2.0% | 8.2%[46 µM] | -1.5% | -15.9% | 5.2% | -4.3% | -59.0%[inhibitor]
Cc1cccnc1NC(=O)CSc1nnc(COc2ccc(C(C)C)cc2)n1C | 22.2% | -0.4% | 7.3% | 4.1% | -4.9% | 1.4% | .
COC(=O)c1coc(-c2ccc(OC)cc2)c1C(=O)OC | 5.1% | 0.2% | 6.2% | 3.3% | -1.2% | 0.8% | 10.2%
CC(C)C(C(=O)O)N1CCS(=O)(=O)CC1 (stereo not drawn) | -8.8% | . | -0.9% | 2.5% | -2.9% | 7.0% | 9.0%[10 µM]
O=c1[nH]n(CCO)c(=O)c2cccnc12 | 32.9%[9.22 µM] | . | -13.8% | 4.5% | . | 3.5% | 10.7%[10 µM]

Looked up above:
Entry of `O=C(NC(NC(=S)Nc1ccc(Cl)c(Cl)c1)C(Cl)(Cl)Cl)c1ccco1` (stereo not drawn) under GAA inh: -4.0%
Entry of `CC(C)C(C(=O)O)N1CCS(=O)(=O)CC1` (stereo not drawn) under GAA spleen mod: -0.9%

Next entries
SMILES | HttQ103 aggreg | LMNA splice mod | GAA spleen mod | CBFb RUNX1 block | GAA inh | GAA glycogen mod | HTT ATP protect
COC(=O)c1nn(C23CC4CC(CC(C4)C2)C3)c2c1C(=O)N(c1ccc(Br)cc1)C2=O | 0.2% | 5.6% | 1.6% | 0.1% | 0.3% | 2.2% | 1.5%
Cc1ccc(C(=O)/C=C/Nc2ccc(S(=O)(=O)Nc3onc(C)c3C)cc2)cc1 | 24.8% | 6.7% | -14.8% | -3.9% | -6.6% | -4.5% | .
O=C(Cn1cnc([N+](=O)[O-])n1)NCc1ccccc1 | -13.6% | 9.4% | -12.7% | 6.6% | -5.1% | 9.3% | 0.1%
Cn1c(=O)[nH]c(=O)c2c1nc(NC1CCCCC1)n2Cc1ccccc1 | 14.5% | 7.8% | -6.1% | -4.3% | 9.2% | -1.1% | -13.9%
COCn1c(COc2ccccc2)nc2ccccc21 | -5.8% | -9.0% | -6.3% | 7.3% | -2.2% | -2.2% | 11.3%[10 µM]
CS(=O)(=O)c1nc2ccccc2n1Cc1ccccc1 | 12.5% | -12.0% | -3.0% | 1.2% | -2.5% | -3.3% | -8.7%

Reformatted tab-delimited: 4 of the compounds above
SMILES	HttQ103 aggreg	LMNA splice mod	GAA spleen mod	CBFb RUNX1 block	GAA inh	GAA glycogen mod	HTT ATP protect
O=C(Cn1cnc([N+](=O)[O-])n1)NCc1ccccc1	-13.6%	9.4%	-12.7%	6.6%	-5.1%	9.3%	0.1%
COCn1c(COc2ccccc2)nc2ccccc21	-5.8%	-9.0%	-6.3%	7.3%	-2.2%	-2.2%	11.3%[10 µM]
Cn1c(=O)[nH]c(=O)c2c1nc(NC1CCCCC1)n2Cc1ccccc1	14.5%	7.8%	-6.1%	-4.3%	9.2%	-1.1%	-13.9%
CS(=O)(=O)c1nc2ccccc2n1Cc1ccccc1	12.5%	-12.0%	-3.0%	1.2%	-2.5%	-3.3%	-8.7%

Among those listed so far, two have a furan ring, fused or not.
SMILES | HttQ103 aggreg | LMNA splice mod | GAA spleen mod | CBFb RUNX1 block | GAA inh | GAA glycogen mod | HTT ATP protect
O=C(NC(NC(=S)Nc1ccc(Cl)c(Cl)c1)C(Cl)(Cl)Cl)c1ccco1 (stereo not drawn) | -17.3% | 1.3% | -9.2% | 6.3% | -4.0% | -12.5% | -89.8%[inhibitor]
COC(=O)c1coc(-c2ccc(OC)cc2)c1C(=O)OC | 5.1% | 0.2% | 6.2% | 3.3% | -1.2% | 0.8% | 10.2%
